Mito fusion yeast: mitochondrial division inhibition or fusion activation. S. cerevisiae fusion-defective mutant growth rescue, CellTiterGlo 48 h. 0.23% of 320,000 active. Potency, µM (highest dose often 46.1 µM), for the others: top-dose growth rescue (activation), actives largely listed as activators. AID 485298;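 further: potency means the concentration at half of the fitted maximal effect; % of control where 0% means no effect; nearly all actives have a fitted effect of over 45% in size; temperature-sensitive fusion mutants such as fzo1-1 at 37 °C on non-fermentable ethanol glycerol medium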
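Temperature-sensitive fusion-defective S. cerevisiae (e.g. fzo1-1, mgm1-5) were grown with compound in YPEG medium (3% ethanol, 3% glycerol) for 48 hours at 37C. Growth rescue was measured as viability by CellTiterGlo luminescence after 10 minutes at ambient.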
Eya2 inh: blocks the phosphatase activity of human Eya2; 0.006% of 330,000 active; AID 488837; Potency, µM (highest dose often 76.9 µM), inactives show at the highest dose activity, negative = inhibition, most hits filed as inhibitors; recombinant Eya2, OMFP fluorescence dephosphorylation (OMFP is methylfluorescein phosphate); further: potency means the concentration at half of the fitted maximal effect; on the % scale 0 is the no-effect control and ±100 the full control effect
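Eya2 protein (added as 0.2 uM solution) was preincubated with compound for 10 min at ambient temperature in 50 mM HEPES pH 7.5, 50 mM NaCl, 5 uM MgCl2, 0.05% BSA, 1 mM DTT. OMFP (added at 50 uM) then reacted 10 min; fluorescence read at 485/525 nm.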
USP2a inh: blocks human ubiquitin-specific protease USP2a; USP2 core, Ub-CHOP2 coupled fluorogenic reporter, 485/531; Potency, µM (highest dose often 38.3 µM), for inactives: at the top dose activity change, negative = inhibition, hits mostly inhibitors; 0.01% of 330,000 active;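 further: potency means the concentration at half of the fitted maximal effect; plate controls were DMSO wells for no effect and full inhibition by NEM control for full effect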
Target sequence (O75604 whole entry, looked up): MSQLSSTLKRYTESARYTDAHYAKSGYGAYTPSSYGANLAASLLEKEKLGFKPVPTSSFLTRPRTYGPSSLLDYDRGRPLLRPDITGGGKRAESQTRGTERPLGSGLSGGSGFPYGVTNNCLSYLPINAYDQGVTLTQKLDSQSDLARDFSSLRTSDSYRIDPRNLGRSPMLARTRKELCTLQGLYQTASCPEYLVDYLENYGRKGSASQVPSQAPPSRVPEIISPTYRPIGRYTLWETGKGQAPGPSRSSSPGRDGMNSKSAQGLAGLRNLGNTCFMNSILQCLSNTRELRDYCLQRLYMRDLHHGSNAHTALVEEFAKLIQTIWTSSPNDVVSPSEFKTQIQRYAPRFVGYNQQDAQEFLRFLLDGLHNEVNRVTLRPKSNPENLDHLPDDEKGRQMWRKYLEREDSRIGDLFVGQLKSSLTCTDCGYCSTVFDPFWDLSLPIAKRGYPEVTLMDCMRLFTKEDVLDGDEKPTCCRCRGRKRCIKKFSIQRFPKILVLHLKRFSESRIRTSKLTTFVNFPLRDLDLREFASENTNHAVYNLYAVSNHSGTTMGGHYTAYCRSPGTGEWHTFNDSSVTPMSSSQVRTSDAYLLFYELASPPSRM
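Cell-free coupled assay: 10nM USP2 core preincubated 30min RT with compound in Tris-HCl pH 8.0/CaCl2/CHAPS buffer, then 25nM Ub-CHOP2 and 25nM reporter substrate; fluorescence (Ex 485/Em 531) read after 60min RT, normalized to NEM inhibition, concentration-response curves fitted.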
GALK inh: galactokinase (human) inhibition | 0.007% of 270,000 active | Purified GALK, Kinase-Glo residual ATP luminescence | P51570 | AID 1868 | Potency, µM (top dose mostly 57.5 µM), for inactives: top-dose activity change, negative = inhibition, actives largely listed as inhibitors; further: potency means the concentration at half of the fitted maximal effect; on the % scale 0 is the no-effect control and ±100 the full control effect
Target sequence (P51570 whole entry, looked up): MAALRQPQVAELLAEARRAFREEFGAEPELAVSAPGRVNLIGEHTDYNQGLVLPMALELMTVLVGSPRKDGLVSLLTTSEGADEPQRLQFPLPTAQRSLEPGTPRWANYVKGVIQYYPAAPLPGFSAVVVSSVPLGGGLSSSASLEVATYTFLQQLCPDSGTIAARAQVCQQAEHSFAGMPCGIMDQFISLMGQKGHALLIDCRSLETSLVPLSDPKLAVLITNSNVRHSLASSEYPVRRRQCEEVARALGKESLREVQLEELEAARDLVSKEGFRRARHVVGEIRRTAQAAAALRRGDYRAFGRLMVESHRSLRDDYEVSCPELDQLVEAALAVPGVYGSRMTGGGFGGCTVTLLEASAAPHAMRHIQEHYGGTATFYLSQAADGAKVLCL
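Kinase-Glo Plus luminescence measured ATP left after a 1 h room-temperature reaction. The reaction used 5 nM GALK, 100 uM galactose and 35 uM ATP at pH 8.0 (20 mM HEPES, 5 mM MgCl2, 60 mM NaCl, 1 mM DTT, 0.01% BSA).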
hERG WT inh: inhibitors of human wildtype KCNH2 potassium channel | 0.37% of 340,000 active | U2OS, BacMam KCNH2, thallium flux FluxOr; stronger effect = lower value | activity change, % at 1.84 µM;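 active means maximum activity change below -70%; inconclusive means maximum activity change between -70% and -50%; inactive means maximum activity change above -50%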; further: on the % scale 0 is the no-effect control and ±100 the full control effect
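U2OS cells were transduced with wild-type KCNH2 virus (2.03 x 10^8 / mL) for 4 h at room temperature, then cultured overnight at 37 C. Thallium flux was read with FluxOr dye. Rate constants were normalized to DMSO controls.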
MBNL1-CUG inh: blocks human MBNL1 binding to CUG repeat RNA; TR-FRET MBNL1-His/biotin-(CUG)12 binding, 665/545 ratio; 0.036% of 280,000 active; Potency, µM (series often up to 57.5 µM), for the others: top-dose activity change, negative = inhibition, actives largely listed as inhibitors; Q9NR56; active means well fitted inhibition curve with a large enough effect in the signal ratio, with a control signal flat, not every such curve was filed as active; inconclusive means small, poorly fitted or top-dose-only effect, or effect the other way, or a change in a side signal; inactive means no such curve, though single readings can be large or run the other way; the % refers to the signal ratio; further: potency means the concentration at half of the fitted maximal effect; on the % scale 0 is the no-effect control and ±100 the full control effect
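His-tagged MBNL1 binding to biotinylated (CUG)12 RNA was measured by TR-FRET using terbium anti-His antibody (0.055 ng/ul final) and streptavidin-XL665 (5 nM final). Compounds were titrated 92 nM to 58 uM; 60 min at room temperature.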
PKM2 act: activators of human pyruvate kinase M2; P14618; Potency, µM (highest dose often 57.5 µM), for the others: top-dose activation, usual class: activators; purified PKM2, Kinase-Glo ATP luminescence, activation; response scale: 0% is enzyme alone, no compound; 0.34% of 260,000 active; further: potency means the concentration at half of the fitted maximal effect; on the % scale 0 is the no-effect control and ±100 the full control effect; nearly all actives have a fitted effect of over 55% in size
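Purified hPK-M2 (>95%) run at intermediate activity with 0.1 mM ADP and 0.5 mM PEP in 50 mM imidazole pH 7.2, KCl, MgCl2; 1 h room temperature. ATP formed read by Kinase-Glo luminescence; normalized to uninhibited and no-enzyme controls.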
Chronic BCR inh: inhibitors of chronic active B-cell receptor signaling; ABC-DLBCL IkBa-CBG/CBR reporter, luminescence ratio, 4 h; Potency, µM (top dose mostly 46.1 µM), without a hit: top-dose ratio change, negative = lower green/red ratio, hits mostly inhibitors; 0.05% of 340,000 active; AID 493014; active means well fitted inhibition curve with a large enough effect in the signal ratio, with a control signal flat, not every such curve was filed as active; inconclusive means small, poorly fitted or top-dose-only effect, or effect the other way, or a change in a side signal; the % refers to the signal ratio;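 further: potency means the concentration at half of the fitted maximal effect; plate controls were basal doxycycline-induced cells for no effect and cells given 10 µM MG132 for full effect; MG132 reads +100%, hits lower the ratio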
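Cell line TMD8 (human ABC DLBCL), stably expressing tet-inducible CBG68-IkBa fusion and CBR; IMDM/0.5% FBS; cpd up to 46 uM; dox induction, 4 h, 37C/5% CO2; dual luminescence; green/red ratio; MG132 control.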
S-ASM inh: human S-ASM enzyme inhibition | placental ASM, HMU-PC fluorogenic substrate, 60 min | 0.006% of 340,000 active | P17405 | Potency, µM (top dose mostly 57.5 µM), without a hit: at the highest dose activity change, negative = inhibition, most hits filed as inhibitors; further: potency means the concentration at half of the fitted maximal effect
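Fluorogenic HMU-PC substrate (9 uM final) is turned over by placental ASM in 60 min at 37 C after a 10 min compound preincubation. Reaction ended by alkaline stop (pH 10), with fluorescence read at 386/447 nm.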
Menin MLL FP TR: menin-MLL binding inhibition, Texas Red mutant peptide; O00255; Menin + Texas Red MLL mutant peptide, fluorescence polarization; 0.23% of 270,000 active; Potency, µM (series often up to 61.6 µM), for the others: top-dose FP activity change, negative = inhibition, hits mostly inhibitors; active means well fitted inhibition curve with a large enough effect in the polarisation, with a control signal flat, not every such curve was filed as active; inconclusive means small, poorly fitted or top-dose-only effect, or effect the other way, or a change in a side signal; inactive means no such curve, though single readings can be large or run the other way; the % refers to the polarisation; further: potency means the concentration at half of the fitted maximal effect; % of control where 0% means no effect; many of its hits are not listed in these tables
TSHR antag: human thyrotropin receptor antagonism; AID 504810; 0.2% of 330,000 active; activity change, negative = inhibition, % at 11.5 µM; P16473; TSHR-expressing cells, TSH-stimulated cAMP HTRF, 2 h; stronger effect = lower value;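 active means activity change below a set negative limit, meaning inhibition stronger than a set level, cut at about -70% in these data; inconclusive means activity change between two set negative limits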; further: on the % scale 0 is the no-effect control and ±100 the full control effect
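TSHR-expressing cells were treated with compounds, then stimulated with TSH at EC80 (4nM final) for 2 hours at 37 deg C. Cellular cAMP was measured by HTRF competition between lysate cAMP and cAMP-d2 for a cryptate-labelled anti-cAMP antibody.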
Starred values were filed as active, the others as inactive; i = inactive; ? = inconclusive; . = not tested or not shown; [ ] = remark or other dose. Unless noted, the call rests on the fitted dose curve; in most records, active means well fitted curve in the direction sought with a large enough effect; inconclusive means small, poorly fitted or top-dose-only effect, or another doubt; inactive means no such curve, though single readings can be large; an effect the other way counts as inactive or inconclusive. Only part of the results is shown, so the mix of outcomes need not match the whole.

SMILES	Mito fusion yeast	Eya2 inh	USP2a inh	GALK inh	hERG WT inh	MBNL1-CUG inh	PKM2 act	Chronic BCR inh	S-ASM inh	Menin MLL FP TR	TSHR antag
Cc1ccc(NC(=O)C2CCCN2C(=O)OCc2ccccc2)c(O)c1 (stereo not drawn)	11%	-2%	1%	-2%	-15	2%	1%	1%	3%	-8%	-10
COC(=O)C1=C(NC(=O)c2ccc(Br)cc2)CCS1	1%	6%	2%	7%	4	1%	-2%	7%	-1%	-1%	6
CC(=O)c1ccc[n+](CC(=O)NC(C)c2ccccc2)c1 (stereo not drawn)	1%	8%	2%	-1%	32	21%	.	0%	1%	-1%	-3
CC(C)COC(=O)C(N)C(C(=O)OCC(C)C)c1ccccc1 (stereo not drawn)	-5%	1%	0%	1%	17	1%	-11%	-1%	1%	-8%	-16
Cc1c(Cl)cccc1NC(=S)N=Nc1c(O)n(CN2CCOCC2)c2ccccc12	?	-14%	4%	.	i	20%	2%	7.3µM*	-19%	?	-1
Cc1ccc(-n2nc3ccc(NC(=O)/C=C/c4ccco4)cc3n2)cc1C	-2%	1%	0%	2%	5	8%	-2%	13%	2%	?	-15
Cc1ccc(C(=O)NCCNC(=O)CN2CCOCC2)cc1	-2%	-10%	0%	-1%	1	-7%	-11%	-4%	-2%	26%	-7
O=C(NCc1cccc(Cl)c1)c1ccco1	-3%	8%	-1%	2%	-16	-3%	1%	?	0%	4%	-2
CCOc1ccc(S(=O)(=O)N2CCC(C(=O)NCC3CCCO3)CC2)cc1Cl (stereo not drawn)	-5%	-5%	-2%	15%	20	-3%	8%	1%	-2%	-6%	10
CN(CCCNC(=O)c1ccc(/C=N/O)nc1)CCCN(C)Cc1ccccc1	-3%	17%	2%	1%	8	-7%	-2%	-4%	2%	5%	-5
CCOc1ncccc1C(=O)OCC(=O)Nc1ccc(-c2nc3ccc(C)cc3s2)cc1	1%	-8%	-1%	.	25	4%	-4%	?	50%[activator]	-10%	-2
O=C(CSc1nc(C2CC2)nc2ccccc12)Nc1ccccc1Cl	1%	0%	4%	-3%	-2	-1%	.	-10%	3%	.	-5
COc1ccc(-n2c(=O)[nH]c3c(C(N)=O)nc(C4CCCCC4)nc32)cc1	1%	-4%	3%	-3%	.	6%	-3%	?	-9%	-11%	-7
Cn1ncc2c(Nc3ccc(O)cc3)nc(Cl)nc21	-1%	4%	2%	6%	-6	7%	0%	?	0%	-18%	-1
O=C(COc1ccc(C(=S)N2CCCC2)cc1)Nc1ccccc1C(F)(F)F	2%	-10%	1%	0%	-9	5%	-5%	0%	2%	2%	-14
O=[N+]([O-])c1cc([N+](=O)[O-])c(Oc2c(F)cc(F)cc2F)cc1NN1CCCCC1	2%	6%	0%	.	23	1%	-1%	?	0%	?	-16
O=C(COC(=O)C1CC2C=CC1C2)Nc1cccc(S(=O)(=O)N2CCOCC2)c1 (stereo not drawn)	-6%	-24%	0%	0%	2	-4%	-9%	?	1%	.	4
CC(=O)C(C)n1c(CN2CCN(C(=O)c3ccco3)CC2)nc2c1c(=O)n(C)c(=O)n2C (stereo not drawn)	-2%	1%	4%	3%	-5	1%	.	-10%	0%	14%	5
CCCCN(CCCC)C(=O)/C=C/c1cccc([N+](=O)[O-])c1	18%	-11%	3%	3%	2	?	6%	0%	-10%	-29%	21
CN1CCN(/N=C/c2ccc(C#N)cc2)CC1	1%	7%	0%	1%	0	?	-8%	3%	4%	0%	4
Oc1ccc(Cc2ccc(Cl)cc2)c(O)c1	19%	-24%	2%	-1%	-1	-4%	18%	-20%	8%	?	-8
Nc1nnnn1CC(=O)N/N=C/c1cccs1	0%	?	1%	0%	10	.	2%	1%	7%	.	1
O=C(CN(CCc1ccccc1)C(=O)CNS(=O)(=O)c1ccc(F)cc1)NCC1CCCO1 (stereo not drawn)	-1%	11%	4%	-3%	-16	0%	0%	?	2%	-1%	-5
Oc1c(N=NC(=S)Nc2ccccc2F)c2ccccc2n1Cc1ccccc1F	2%	-17%	-2%	1%	-1	4%	-2%	?	-14%	?	-15
O=C(Nc1ccc(F)cc1)N1CCCCCC1	2%	-2%	3%	0%	-1	1%	-2%	2%	2%	1%	-14

Ordered by molar mass (lowest first): part of the list above.
SMILES	Mito fusion yeast	Eya2 inh	USP2a inh	GALK inh	hERG WT inh	MBNL1-CUG inh	PKM2 act	Chronic BCR inh	S-ASM inh	Menin MLL FP TR	TSHR antag
CN1CCN(/N=C/c2ccc(C#N)cc2)CC1	1%	7%	0%	1%	0	?	-8%	3%	4%	0%	4
Cc1ccc(C(=O)NCCNC(=O)CN2CCOCC2)cc1	-2%	-10%	0%	-1%	1	-7%	-11%	-4%	-2%	26%	-7
COc1ccc(-n2c(=O)[nH]c3c(C(N)=O)nc(C4CCCCC4)nc32)cc1	1%	-4%	3%	-3%	.	6%	-3%	?	-9%	-11%	-7
CN(CCCNC(=O)c1ccc(/C=N/O)nc1)CCCN(C)Cc1ccccc1	-3%	17%	2%	1%	8	-7%	-2%	-4%	2%	5%	-5
O=C(COc1ccc(C(=S)N2CCCC2)cc1)Nc1ccccc1C(F)(F)F	2%	-10%	1%	0%	-9	5%	-5%	0%	2%	2%	-14
O=C(COC(=O)C1CC2C=CC1C2)Nc1cccc(S(=O)(=O)N2CCOCC2)c1 (stereo not drawn)	-6%	-24%	0%	0%	2	-4%	-9%	?	1%	.	4
CCOc1ccc(S(=O)(=O)N2CCC(C(=O)NCC3CCCO3)CC2)cc1Cl (stereo not drawn)	-5%	-5%	-2%	15%	20	-3%	8%	1%	-2%	-6%	10

Next part.
SMILES	Mito fusion yeast	Eya2 inh	USP2a inh	GALK inh	hERG WT inh	MBNL1-CUG inh	PKM2 act	Chronic BCR inh	S-ASM inh	Menin MLL FP TR	TSHR antag
CNC(=O)c1sccc1-n1cccc1	-1%	4%	1%	1%	-16	7%	-3%	-3%	6%	2%	5
COc1cccc(-c2nn(C)c3sc(C(=O)NCc4ccc5c(c4)OCO5)cc23)c1	-2%	-10%	5%	1%	-4	1%	1%	?	-6%	5%[11.7 µM]	-21
Cn1c(SCC(=O)NC2CCCCC2)nnc1-c1cc2cc(Cl)ccc2o1	-1%	12%	3%	-1%	3	12%	-7%	-1%	-1%	-2%	-5
COc1cccc(/C=N/NC(=O)c2cnccn2)c1	-4%	-5%	1%	2%	-22	?	-12%	?	2%	10%	4
C=CCn1c(C(CCCC)CC(O)COCC(C)C)n[nH]c1=S (stereo not drawn)	-7%	-7%	4%	-1%	i	-11%	-2%	0%	-1%	-27%	-21
COc1cc(/C=C(\NC(C)=O)C(=O)Nc2cccc(O)c2)ccc1OC(C)=O	2%	-3%	2%	-1%	-1	3%	-1%	?	6%	13%	2
COc1ccc(CNC(=O)CN(c2ccc(C(C)C)cc2)S(=O)(=O)c2c(C)noc2C)cc1	-2%	5%	5%	2%	-7	-2%	.	4%	-13%	.	-18
CCCn1nnnc1NCc1ccccc1C	2%	-6%	1%	3%	1	1%	-4%[11.5 µM]	-2%	1%	7%	-2
COc1cnc(-c2ccccn2)nc1Sc1c(Cl)cccc1Cl	-1%	-5%	-1%	2%	6	6%	-2%	-28%	1%	?	1
O=C(Nc1ccc(C2SCCS2)cc1)c1ccccc1	0%	-6%	0%	-1%	-5	-10%	-12%	?	0%	.	2
Fc1ccc2nc3[nH]c4ccccc4c3nc2c1	9%	-8%	1%	2%	21	9%	-3%	18%	7%	23%	1

Screening results as filed in PubChem.
